Screening results deposited in PubChem by Broad Institute.
miR-122 sensor: miR-122 Renilla sensor signal increase in Huh7, primary screen, miR-122 inhibitor project, cell-based, single point, plate reader. Huh7 miR-122 Renilla luciferase sensor, 48 h; neutral wells = 0, positive control = 100. activation (reporter increase), % at 12.5 µM. 0.3% of 340,000 active;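 active means mean replicate activation score at least 90 and every replicate individually at or above 90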;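 further: higher luciferase means less miR-122 activity so hits act as miR-122 inhibitors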
Starred values were filed as active, the others as inactive. This is a subset; the hit share may differ from the screen's.

| Structure | miR-122 sensor |
| --- | --- |
| O=C(COC(=O)c1ccccc1NC(=O)c1ccco1)NCCC1=CCCCC1 | 0.1 |
| O=C(Nc1ccccc1)C1CCN(c2nccs2)CC1 | 1.0 |
| C(=N\c1nc2ccccc2n1CCN1CCCCC1)/c1cccs1 | -2.5 |
| CCN(CC)S(=O)(=O)c1cc(C(=O)NC2CCCCC2)ccc1C | 2.2 |
| COc1ccccc1OCCOc1ccccc1/C=N/n1cnnc1 | -5.3 |
| CN1C(=O)NC2(O)C(=O)c3ccccc3C12O (configuration not stated) | -8.2 |
| CN(CCCNC(=O)C1CCC(=O)N1Cc1ccccc1Cl)c1ccccc1 (configuration not stated) | -2.4 |
| Cc1cccc(N2CCN(C(=O)CCn3c(=O)[nH]c4ccccc4c3=O)CC2)c1C | -3.5 |
| CCCC(=O)n1nc(-c2ccco2)nc1SCc1ccccc1 | -0.3 |
| CCCC(=O)Nc1cccn(Cc2ccccc2Br)c1=O | -3.7 |

(cont.)
| Structure | miR-122 sensor |
| --- | --- |
| COc1cccc(/C=N/NC(=O)CSc2nnc(C)n2-c2ccccc2)c1OC | -9.9 |
| CCC1Oc2ccc(C)cc2N(CC(=O)N(Cc2ccc3c(c2)OCO3)CC2CCCO2)C1=O (configuration not stated) | 1.0 |
| Cn1c(C(=O)N2CCN(c3ccc(Cl)cc3)CC2)cc2c(=O)[nH]c3ccccc3c21 | 1.6 |
| CCN(CC)CC(=O)N(CC(=O)Nc1c(C)cc(C)cc1C)C1CCCCC1 | -16.4 |
| CCN1C(=O)C2C(C1=O)N1C(c3ccccc3)C3C(=O)N(CC)C(=O)C3N1C2c1ccccc1 (configuration not stated) | -11.9 |
| CCOc1ccc2nc(SC(C)C(N)=O)[nH]c2c1 (configuration not stated) | -1.0 |
| Cc1n[nH]c(C)c1CCOc1ccc(C(C)C)cc1 | -4.4 |
| O=C(Cc1cccc2ccccc12)NC(NC(=S)Nc1ccccc1Cl)C(Cl)(Cl)Cl (configuration not stated) | 0.3 |
| Cc1c(Br)c(C(N)=O)nn1C | -2.1 |
| CCSc1ccccc1C(=O)Nc1cc(C)on1 | -7.5 |

Following part:
| Structure | miR-122 sensor |
| --- | --- |
| CCOC(=O)CSc1nc2sc3c(c2c(=O)[nH]1)CC(C)(C)OC3 | 2.5 |
| CC(=O)Nc1ccc(C(=O)CSc2ncn(-c3ccccc3)n2)cc1 | 4.9 |
| CCc1ccc(N(C(=O)Cc2cccs2)C(C(=O)NC2CCCCC2)c2cn(C)nc2C)cc1 (configuration not stated) | 9.4 |
| Brc1ccc(-c2nn3c(-c4ccco4)nnc3s2)o1 | -8.4 |
| CC1CCCCN1CCNS(=O)(=O)c1ccc2c(c1)oc(=O)n2C (configuration not stated) | -0.3 |
| Cc1ccc(Nc2nc(N)nc(CN3CCCCCC3)n2)cc1 | 0.8 |
| CCc1[nH]nc2c1C(c1ccncc1)C(C#N)=C(N)O2 (configuration not stated) | -8.1 |
| COc1ccc(C(=O)Nn2c(C)nnc2-n2nc(C)cc2C)cc1OC | -1.3 |
| CCOc1ccc2[nH]c(=O)c(CN(CCO)C(=O)c3ccccc3F)cc2c1 | -0.1 |
| COC(=O)CSc1nc2cc(OC)ccc2cc1C#N | -6.6 |

Remaining list, next part.
| Structure | miR-122 sensor |
| --- | --- |
| CC1CCCC(C)N1C(=O)c1cc(-c2ccc(Cl)c(Cl)c2)on1 (configuration not stated) | 18.9 |
| CCOC(=O)c1c(NC(=O)COc2cccc3c2CCN(CC)C3=O)sc2c1CCC2 | -6.6 |
| O=c1[nH]n(-c2cccc(Cl)c2)c2ncccc12 | 3.9 |
| Cc1cnc(NC(=O)COc2ccccc2Cl)s1 | 0.0 |
| Cc1ccc(SC(C)C(=O)Nc2c(C)n(C)n(-c3ccccc3)c2=O)cc1 (configuration not stated) | -6.0 |
| Cc1cc(/C=C2\C(=N)N3C(SCc4ccccc4)=NSC3=NC2=O)c(C)n1Cc1ccccc1 | -0.6 |
| CCOc1cccc(N2C(=O)CC(N(CCc3ccc(OC)c(OC)c3)C(=O)CC)C2=O)c1 (configuration not stated) | -9.9 |
| CN1CCN(S(=O)(=O)c2cccc(C(=O)Nc3sc4c(c3C(N)=O)CCCC4)c2)CC1 | 8.4 |
| CCOC(=O)c1c(NC(=O)CSc2ncn[nH]2)sc(C)c1C | -9.4 |
| O=C(Nc1nnc(C(F)(F)F)s1)c1cccnc1 | -2.4 |

(cont.)
| Structure | miR-122 sensor |
| --- | --- |
| CCN1CCN(C(=S)Nc2ccc(Cl)cc2Cl)CC1 | 12.5 |
| O=C(O)CCC(=O)Nc1nnc(C(F)(F)F)s1 | 0.5 |
| COc1ccc(NC(=O)OC(CN2CCCCC2)C(F)(F)F)cc1 (configuration not stated) | 0.7 |
| CSc1ncccc1C(=O)NNc1cc(Cl)ccc1Cl | -0.8 |
| COc1ccc(CCNC(=O)c2sc(=S)n(C)c2N)cc1 | -1.4 |
| COc1ccc(C(N)CCc2ccc(C)o2)cc1 (configuration not stated) | 1.8 |
| CCCCn1c(SCC(=O)OC)nc2c1c(=O)n(C)c(=O)n2C | -1.8 |
| CCOc1ccc(CCNC(=O)C2CCN(c3nn4c(=O)cc(C)nc4s3)CC2)cc1 | -10.1 |
| CCCc1cc(=O)[nH]c(NCc2ccc(Cl)cc2)n1 | 2.6 |
| COc1ccc(/C=N/Nc2nc(C)c([N+](=O)[O-])c(N(C)c3ccccc3)n2)cc1OC | 3.0 |

Next part
Molecule,miR-122 sensor
CN=c1scc(C)n1/N=C/c1ccc(O)cc1,4.0
CN(C)CC(C)(C)CNS(=O)(=O)c1cccc(Cl)c1Cl,-0.3
O=S(=O)(NCC(O)COCc1ccco1)c1cccs1 (configuration not stated),-3.0
CCc1cccc2c(C=C(C#N)C#N)cn(CC(=O)N3CCCC3)c12,-3.0
COc1ccc(-c2nnn(CC(=O)N(CC(=O)NCCC(C)C)c3ccccc3)n2)cc1OC,-0.7
Cc1ccc(S(=O)(=O)N2CCN(C(=O)c3ccnn3C)CC2)cc1C,0.8
Cc1cccc(N2CCN(S(=O)(=O)c3ccc4c(c3)n(C)c(=O)c(=O)n4C)CC2C)c1 (configuration not stated),5.4
CCCCCC(O)CCc1n[nH]c(=S)n1-c1ccccc1 (configuration not stated),-0.6
CCOCCCNC(=O)/C(C#N)=C/c1ccc(-c2ccc(S(=O)(=O)N3CCOCC3)cc2)o1,15.3
CCn1c(CNC(=O)c2cccc(C)c2)nnc1SCC(=O)Nc1cccc(OC)c1,-3.0
Cc1ccc(N=N/C(=C\O)C(=O)c2ccncc2)cc1,-8.3
O=C(Nc1ccc(-c2noc(CCc3ccccc3)n2)cc1)c1ccco1,-5.4
Cc1ccc(F)cc1N=Cc1c(O)c2ccccc2oc1=O,0.2
CC(C)c1cccc(-c2ccc3c(c2)S(=O)(=O)c2cccc(C(=O)NCc4ccccc4Cl)c2C3=O)c1,-3.6
Cc1nc(Cc2nnc(SCc3nc(N)nc(Nc4ccccc4C)n3)o2)cs1,-3.9
CCOC(=O)C1C(c2ccc3c(c2)OCO3)NC(=O)NC1(O)C(F)(F)F (configuration not stated),-0.7
CCCN(CCC)S(=O)(=O)c1ccc(NC(=O)Cc2cccs2)cc1,34.6
COC(=O)c1c(-c2ccncc2)csc1NC(=O)c1ccoc1C,-2.9
COc1ccc(C)cc1S(=O)(=O)N1CCN(S(=O)(=O)c2cc(C)ccc2OC)CC1,2.9
CCC(=O)Nn1cnc2c(c1=O)C1(CCCCC1)Cc1ccccc1-2,1.3

Following part.
Molecule,miR-122 sensor
Clc1ccc(-c2nnc3sc(Cc4cccs4)nn23)c(Cl)c1,-13.0
COC(=O)CSc1nnc(Cc2ccccc2)n1-c1ccc(C)cc1,0.6
CCN(CC)C(=O)CSc1nnc(SCc2ccc(Cl)cc2)s1,-3.0
Cc1nnc(SCc2nc3ccccc3nc2C)s1,9.2
Cc1ccc(SCCC(=O)N2CCC(C)CC2)cc1,-3.9
Cc1cc(C)n(C(=O)c2cc3ccccc3c(=O)o2)n1,3.1
CCOc1ccccc1N(CC(=O)Nc1cc(OC)ccc1OC)S(C)(=O)=O,-0.3
CCCOC(=O)c1cc2ccccc2oc1=O,-7.3
CCOC(=O)/C=c1\s/c(=C(\C#N)C(=O)OCC)n(-c2ccccc2)c1=O,-5.1
c1ccc2[nH]c(SCCN3CCOCC3)nc2c1,-0.7
CCOc1ccc2nc(NC(=O)C(CC)Sc3nc(C)cc(=O)[nH]3)sc2c1 (configuration not stated),3.8
CCC1Nc2ncnc(N3CCOCC3)c2N(Cc2ccc(Cl)cc2)C1=O (configuration not stated),-2.7
Cc1cccc(OCc2nnc(SCc3cc(=O)[nH]c4ccccc34)n2-c2ccccc2)c1,-6.9
CCN(CC)CCNC(=O)c1c(O)c2cccc3c2n(c1=O)CCC3,3.6
c1ccc(Nc2nnc(SCc3cccc4ccccc34)s2)cc1,-1.8
COc1ccc(S(=O)(=O)Nc2ccc(Cl)cn2)c(C)c1C,49.8
O=S(=O)(c1cnccc1N1CCN(/N=C/c2ccc(Cl)cc2)CC1)N1CCCCC1,-2.6
CSc1ccc(S(=O)(=O)NCc2ccc(Cl)cc2Cl)cc1,38.7
CC1(C)Cc2c(sc3nn[nH]c(=O)c23)CO1,-6.2
CCCN1C(=O)/C(=C/c2ccc(C)o2)SC1=Nc1ccc(OCC)cc1,-4.3

Shown with the structure last: part of the list above
miR-122 sensor | molecule
3.8 | CCOc1ccc2nc(NC(=O)C(CC)Sc3nc(C)cc(=O)[nH]3)sc2c1 (configuration not stated)
-2.7 | CCC1Nc2ncnc(N3CCOCC3)c2N(Cc2ccc(Cl)cc2)C1=O (configuration not stated)

Continued.
Molecule,miR-122 sensor
Cc1cc(C(=O)O)ccc1N/C=C1\CCCC(C)C1=O (configuration not stated),-1.3
C=C(C)CSc1nnc(-c2cccc(S(=O)(=O)N(C)C)c2)n1-c1cc(OC)ccc1OC,12.2
COc1ccccc1C1(CC(=O)N2CCCCC2)CCOC(C(C)C)C1 (configuration not stated),1.6
COc1ccccc1OCc1ccc(C(=O)n2nc(C)c(Cl)c2C)o1,-0.6
c1ccc(CSc2nnnn2-c2ccc3c(c2)OCCO3)nc1,-2.5
COC(=O)CSC1=C(C#N)C(c2ccc(C)cc2)C2=C(CCCC2=O)N1 (configuration not stated),2.1
CC(C)Cc1nc2oc3c(NCC4CCCO4)ncnc3c2c2c1CCC2 (configuration not stated),-8.2
COCCNC(=O)C(c1cccc(OC)c1)N(C(=O)Cn1nnc2ccccc21)c1cccnc1 (configuration not stated),0.7
O=C(Oc1ccc([N+](=O)[O-])cc1)c1cc(-c2ccccc2)nc2ccccc12,-8.3
Cc1ccc(C)c(N=Cc2c(O)c3ccccc3oc2=O)c1,-4.8
O=C(Nc1ccncc1)C1c2ccccc2Oc2ccccc21,3.5
Brc1ccc(-c2nnc(-c3ccccc3)o2)o1,2.2
CCn1nnnc1SCC(=O)Nc1ccc(OCc2ccccc2)cc1,-4.1
COc1ccccc1OCCCOc1ccc([N+](=O)[O-])cc1Cl,2.6
CN(C)c1nc(Oc2ccc(N)cc2)nc(N(C)C)n1,-2.4
Cc1ccc(NC(=O)CSc2nn(-c3ccccc3)c(=S)s2)cc1S(=O)(=O)N(C)C,14.8
Cn1nnnc1SCC(=O)NCc1ccccc1,0.4
O=C(CN(Cc1cccs1)C(=O)CNS(=O)(=O)c1ccccc1)NCc1ccco1,-1.4
O=C(COC(=O)c1ccc(Br)o1)NCc1ccco1,-4.5
CCCOc1ccc(/C(O)=C2/C(=O)C(=O)N(c3cc(C)on3)C2c2ccc(C(=O)OC)cc2)cc1 (configuration not stated),-9.1

Remaining list, next part.
Molecule,miR-122 sensor
O=C1CN(C(=O)c2cccs2)c2ccccc2N1,17.4
COc1ccc(Cl)cc1CN1CCN(c2nc(C)cc(C)c2C#N)CC1,-2.9
O=C(Oc1ccc(OC(=O)c2ccco2)c(S(=O)(=O)c2ccc(Br)cc2)c1)c1ccco1,49.9
COc1cc([N+](=O)[O-])ccc1NC(=O)CCCOc1ccc(C)cc1,4.3
CCN1C(=O)NC(c2cc(Br)ccc2OC)C(C(=O)OC)=C1C (configuration not stated),-0.1
CCc1ccc(CN2CCN(S(=O)(=O)Cc3ccccc3)CC2)cc1,-2.8
c1ccc(OCCCCN2CCOCC2)cc1,1.4
Cc1ccc2occ(CN3CCN(c4ccccc4)CC3)c(=O)c2c1,-3.1
CC1Cc2ccccc2N1C(=O)CSc1nc2ccccc2o1 (configuration not stated),9.3
COc1ccc(CCNC(=O)NC23CC4CC(CC(C4)C2)C3)cc1OC,-5.9
Cc1ccc(OCc2nnc(SCC(=O)Nc3sc(C)c(C)c3C#N)n2C)cc1,7.5
Fc1cccc(Cl)c1Cn1nnc(-c2ccc3c(c2)OCO3)n1,12.4
C=CCNc1sc(C(=O)c2ccc(C)cc2)c(N)c1C#N,1.8
C/C(N)=C(/C#N)C(=O)CSc1nnnn1-c1ccc(C)cc1,5.6
Cn1c(CCCCCN)nc2ccccc21,-2.6
O=C(COC(=O)c1ccccc1Br)NCc1ccccc1,0.2
Cc1nn(CCC(=O)NNC(=S)Nc2cccc(Cl)c2)c(C)c1[N+](=O)[O-],0.4
O=C(Nc1ccccc1)N1C(=O)C2(OCCO2)c2ccccc21,-4.9
COc1ccc(CN=C2NC(=O)CC(C(=O)Nc3ccc(F)cc3)S2)cc1 (configuration not stated),7.2
O=C(Nc1ccc2nc(-c3cccnc3)[nH]c2c1)C1CCCCC1,7.0

Following part:
Molecule,miR-122 sensor
NC(=O)CSc1nnnn1-c1ccc(OC(F)(F)F)cc1,-6.0
COc1ccc(N(C(=O)c2cnccn2)C(C(=O)NC2CCCCC2)c2ccc(Cl)cc2)cc1 (configuration not stated),1.3
Cc1ccc(NC(=O)COc2cccc3ccc(C)nc23)c(Br)c1,3.9
CSC1=NCCN1C(=O)c1cccc(C(F)(F)F)c1,-1.6
Cc1noc(C)c1S(=O)(=O)NCC(=O)O,-6.3
O=C(c1ccc(Cl)cc1)N1CCN(c2ccc(F)cc2)CC1,-7.0
Clc1ccc(Cn2ncc3c(N4CCCC4)ncnc32)cc1,1.8
CCOC(=O)c1sc(C)c2c1NC(c1ccc(Cl)cc1)NC2=O (configuration not stated),-1.8

In a second layout: entries from further up.
miR-122 sensor	Molecule
-6.3	Cc1noc(C)c1S(=O)(=O)NCC(=O)O
-7.0	O=C(c1ccc(Cl)cc1)N1CCN(c2ccc(F)cc2)CC1
1.8	Clc1ccc(Cn2ncc3c(N4CCCC4)ncnc32)cc1
